# Assay outcomes from PubChem BioAssay.
# MrgX1 allo act: allosterically activates human MrgX1 receptor signaling. MrgX1-HEK293, Fluo-4 calcium flux, FDSS; stronger effect = higher value. actives 0.63% (n = 310,000). Q96LB2. B-score at 10 µM. AID 588675;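 active = plate-corrected calcium response at least 3 library SD above typical, normal starting fluorescence, not activating the receptor alone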;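 also: compound read alongside a low EC10 to EC30 dose of BAM8-22 agonist; peak minus trough fluorescence over baseline measured at the second addition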
# Target sequence (Q96LB2 whole entry, looked up): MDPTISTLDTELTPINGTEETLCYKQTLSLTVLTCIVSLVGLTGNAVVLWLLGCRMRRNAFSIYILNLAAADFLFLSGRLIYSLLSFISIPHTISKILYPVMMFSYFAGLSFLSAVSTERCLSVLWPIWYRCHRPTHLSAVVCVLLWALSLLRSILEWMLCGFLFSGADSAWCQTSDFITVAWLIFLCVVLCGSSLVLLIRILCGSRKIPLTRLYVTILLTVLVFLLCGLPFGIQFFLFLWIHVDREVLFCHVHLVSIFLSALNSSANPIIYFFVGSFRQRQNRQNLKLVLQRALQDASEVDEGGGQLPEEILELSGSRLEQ
# TMEM16A inh: inhibitors of mouse TMEM16A calcium-activated chloride channel; Q8BHY3; HEK293 TMEM16A/YFP iodide influx fluorescence, ionomycin; normalized B-score (activity score, 25-100; higher = stronger inhibition) at 10 µM; actives 1.2% (n = 310,000); AID 588511;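 active = ratio plate-corrected score three or more library SD toward inhibition, starting fluorescence score within five deviations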;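 also: score derived from kinetic fluorescence span divided by baseline fluorescence per well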
# TRPC4 PAM: allosterically enhances the mouse TRPC4 cation channel. actives 0.42% (n = 310,000). HEK293 TRPC4beta/mu-opioid, DAMGO EC20, Fluo-4 Ca2+ flux; stronger effect = higher value. B-score at 10 µM. Q9QUQ5;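 active = B-score of calcium response area above 5 SD of library B-scores, with initial fluorescence ratio within 5 SD of library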;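 also: B-score of integrated fluorescence ratio over time as area under calcium response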
# TRPC4 block: TRPC4 (mouse) channel inhibition; Q9QUQ5; HEK293 TRPC4beta/mu-opioid, DAMGO-evoked Fluo4 calcium flux; stronger effect = lower value; B-score at 10 µM; actives 0.39% (n = 300,000); AID 2247;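 active = B-score over 3 SD under the library average, no early fluorescence shift, positive overall ratio signal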
#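 Test system – stable TRPC4beta/mu-opioid receptor HEK293 cells · Probe or stimulus – DAMGO, a submaximal dose followed by a maximal one · Dosing – one concentration per compound · Signal – Fluo4 calcium fluorescence by kinetic imaging, 5 s 1 Hz baseline · Evaluation – per-well B score of integrated baseline-normalized Fluo4 ratio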
# TMEM16A act: activates or potentiates the mouse TMEM16A chloride channel; Q8BHY3; HEK293 TMEM16A/YFP-H148Q/I152L, iodide quench fluorescence; stronger effect = lower value; B-score at 10 µM; actives 0.3% (n = 340,000); AID 623877;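 active = fluorescence-ratio B-score plate-corrected deviation score at least 3 library SD below zero, with starting fluorescence score within 5 deviations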;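 also: channel opened by trigger with iodide after compound preincubation; score built on the fluorescence ratio of max minus min over baseline; more negative score means more quench and so TMEM16A activation or potentiation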
# RGS4 block: human RGS4 inhibition; actives 0.45% (n = 310,000); B-score at 10 µM; HEK293 M3R/RGS4 inducible, Fluo-4 calcium flux; stronger effect = higher value; triggered by carbachol at its EC20; AID 463165; P49798;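 active = B-score, a plate-corrected calcium signal, over three deviations above library mean, with baseline fluorescence within five deviations of library mean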;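 also: RGS4 expression induced by doxycycline in cells with stable M3 receptor; B-score is computed from the integrated fluorescence ratio over baseline after carbachol; higher B-score means a larger calcium signal and so more RGS4 inhibition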
# Target sequence (P49798 whole entry, looked up): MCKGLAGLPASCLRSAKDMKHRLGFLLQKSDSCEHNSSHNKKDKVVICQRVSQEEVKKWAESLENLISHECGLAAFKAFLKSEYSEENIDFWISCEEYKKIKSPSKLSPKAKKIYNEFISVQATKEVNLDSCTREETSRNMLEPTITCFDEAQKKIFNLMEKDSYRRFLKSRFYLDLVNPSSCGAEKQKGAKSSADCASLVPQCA
# TRPC6 inhibitor: blocks the mouse TRPC6 cation channel; Q61143; HEK293-TRPC6, membrane potential dye, ACh-evoked depolarization; stronger effect = lower value; B-score at 10 µM; actives 1.1% (n = 310,000); AID 2553;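 active = B-score under library mean minus 3 SD, initial fluorescence not abnormally high, positive integrated signal ratio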;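 also: B-score derived from integrated fluorescence ratio over the kinetic read; more negative B-score means stronger inhibition of depolarization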
# TRPC6 activator: activators of mouse TRPC6 channel; Q61143; HEK293-TRPC6 membrane potential dye fluorescence; stronger effect = higher value; B-score at 10 µM; actives 0.13% (n = 310,000);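 active = B-score of the integrated fluorescence ratio above library mean plus 3 SD, and starting fluorescence ratio within library mean plus 5 SD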;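 also: higher score means more depolarization so channel activation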
# MrgX1 antag: human MrgX1 receptor antagonism, primary screen | B-score at 10 µM | MRGX1-HEK293 calcium flux, Fluo-4, BAM8-22 antagonism; stronger effect = lower value | Q96LB2 | actives 1.3% (n = 310,000);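 active = calcium-response B-score plate-corrected more than 3 library SD below zero, starting fluorescence within 5 deviations, no agonist response on first addition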;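 also: peak minus trough fluorescence over baseline after final BAM8-22 challenge near maximal dose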
# TRPC4 agonist: activators of mouse TRPC4 channel | HEK293 TRPC4beta/mu-opioid, Fluo4 calcium fluorescence; stronger effect = higher value | B-score at 10 µM | actives 0.49% (n = 310,000) | Q9QUQ5;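 active = B-score above 5 SD of library B-scores, and initial fluorescence ratio not above library mean plus 5 SD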;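 also: positive B-score marks a calcium rise read as TRPC4 activation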
#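 Incubation: 45 min room-temperature Fluo4 loading, 110 s read / System: HEK293 cells stably co-expressing mouse TRPC4beta and mu-opioid receptor / Signal: Fluo4 fluorescence, kinetic / Control set: buffer (low) and maximal DAMGO (high) / Measure: integrated baseline-normalised fluorescence ratio, converted to per-well B score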
# MrgX1 agonist: activates human MrgX1 receptor signaling. Q96LB2. MrgX1-HEK293 cells, Fluo-4 calcium fluorescence, agonist mode; stronger effect = higher value. B-score at 10 µM. actives 0.44% (n = 310,000). AID 588627;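 active = calcium response B-score plate-corrected fluorescence ratio at least 3 library SD, with starting fluorescence B-score inside 5 SD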
#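 times = overnight plating, then 30 min 37 °C plus 30 min room-temperature dye loading | assay system = stable human MrgX1 HEK293 cell line | input = fifteen thousand cells per well | signal = kinetic calcium dye fluorescence, Fluo-4 NW | dosing = compound delivered in addition one of three | read-out = B-scored fluorescence response ratio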
# The depositor's hits bear a star; i = inactive; x = not tested or not shown.
SMILES,MrgX1 allo act,TMEM16A inh,TRPC4 PAM,TRPC4 block,TMEM16A act,RGS4 block,TRPC6 inhibitor,TRPC6 activator,MrgX1 antag,TRPC4 agonist,MrgX1 agonist
CCOC(=O)C1=C(COC(=O)CCOc2ccccc2C)NC(=O)NC1C (configuration not stated),i,i,i,i,i,i,i,i,i,i,i
COc1ccc2[nH]c(=O)c(CN(Cc3ccccc3)C(=S)NCC3CCCO3)cc2c1 (configuration not stated),i,i,i,i,i,i,i,i,i,i,i
O=C(CSc1ccc(-c2cccnc2)nn1)Nc1ccc(F)cc1F,i,i,i,i,i,i,i,i,i,i,i
Cc1cc(C)c[n+](-c2nc3ccccc3nc2[N-]S(=O)(=O)c2ccc(Cl)cc2)c1,i,i,i,i,i,i,i,i,i,i,i
COC(=O)c1ccc(CNC(=O)COC(=O)c2ccccc2-c2ccccc2)cc1,i,i,i,i,i,i,i,i,i,i,i
CS(=O)(=O)N(CC(=O)N1CCCC1)c1cccc(F)c1,i,i,i,i,i,i,i,i,i,i,i
COc1ccc(N2CCN(C(=O)C(=O)c3c(C)[nH]c4ccccc34)CC2)cc1,i,i,i,i,i,i,i,i,i,i,i
Cc1ccc2nc(SCC(=O)Nc3cc(C(C)(C)C)nn3-c3ccccc3)[nH]c2c1,i,i,i,i,i,i,i,i,i,i,i
CC1CCCCN1C(=O)C1CC(c2ccc(F)cc2)=NO1 (configuration not stated),i,i,i,i,i,i,i,i,i,i,i
COc1ccc(C(CNC(=O)Cn2[nH]c(=O)c3ccccc3c2=O)N2CCCC2)cc1 (configuration not stated),i,i,i,i,i,i,i,i,i,i,i
O=C(/C=C/c1cccs1)Nc1ccncc1,i,i,i,i,i,i,i,i,i,i,i
Nc1nc2n(n1)C(c1ccccc1)CC(c1ccc(F)cc1)N2 (configuration not stated),i,i,i,i,i,i,i,i,i,i,i
CC(C)CNC(=O)Nc1ccccc1F,i,i,i,i,i,i,i,i,i,i,i
O=C(NCC(=O)N(c1cccnc1)C(C(=O)NC1CCCC1)c1cccs1)c1cccs1 (configuration not stated),i,i,i,i,i,i,i,i,i,i,i
COc1cc(O)c2c(=O)c3c(OC)c(O)ccc3oc2c1,i,i,i,i,i,i,i,i,i,i,i
COc1ccc(S(=O)(=O)Nc2cc3c4c(c2)CCC(=O)N4CCC3)cc1C,i,i,i,i,i,i,i,i,i,i,i
COCOc1cc(O)c(C(=O)/C=C/c2ccccc2)c(OCOC)c1,i,i,i,i,i,i,i,i,i,i,i
Cc1cc(Cl)c(S(=O)(=O)N/N=C/c2ccc3c(c2)OCO3)c(Cl)c1,i,i,i,i,i,i,i,i,i,i,i
O=C(N/N=C\c1c(O)ccc2ccccc12)c1ccc(O)cc1,i,i,i,i,i,i,i,i,i,i,i
CCOC(=O)c1ccc(N=C2SC(C(=O)NCCc3ccccc3)CC(=O)N2C)cc1 (configuration not stated),i,i,i,i,i,i,i,i,i,i,i
NC(=O)c1ccccc1NC(=O)CSc1nc2c(c(=O)[nH]1)CCCC2,i,i,i,i,i,i,i,i,i,i,i
Cc1ccc(S(=O)(=O)NCc2ccccn2)c(C)c1,i,i,i,i,i,i,i,i,i,i,i
Cc1cc(SCc2c(F)cccc2Cl)nc(=O)[nH]1,i,i,i,i,i,i,i,i,i,i,i
CCC(C)NC(=O)CSC1=Nc2ccccc2C2=NC(CC(=O)NCc3ccc(F)cc3)C(=O)N12 (configuration not stated),i,i,i,i,i,i,i,i,i,i,i
COc1ccccc1CNS(=O)(=O)c1ccc(-n2cccn2)cc1,i,i,i,i,i,i,i,i,i,i,i

# Reprinted from the part before: two compounds; new compounds follow.
SMILES,MrgX1 allo act,TMEM16A inh,TRPC4 PAM,TRPC4 block,TMEM16A act,RGS4 block,TRPC6 inhibitor,TRPC6 activator,MrgX1 antag,TRPC4 agonist,MrgX1 agonist
CCC(C)NC(=O)CSC1=Nc2ccccc2C2=NC(CC(=O)NCc3ccc(F)cc3)C(=O)N12 (configuration not stated),i,i,i,i,i,i,i,i,i,i,i
COc1ccccc1CNS(=O)(=O)c1ccc(-n2cccn2)cc1,i,i,i,i,i,i,i,i,i,i,i
CCC(=O)c1cc2c(cc1NC(=O)C(C)C)OCCO2,i,i,i,i,i,i,i,i,i,i,i
N#C/C(=C1/C(=O)Nc2ccc(Br)cc21)c1ccccn1,i,i,i,i,i,i,i,i,i,i,i
Cc1ccc(C)c(Oc2nnnn2-c2ccccc2)c1,i,i,i,i,i,i,i,i,i,i,i
CC(C)NC(=O)NC(=O)COC(=O)Cc1ccsc1,i,i,i,i,i,i,i,i,i,i,i
CC(C(=O)NCc1ccco1)c1ccc([N+](=O)[O-])cc1 (configuration not stated),i,i,i,i,i,i,i,i,-4.5*,i,i
COC(=O)c1[nH]c2cc(OC)ccc2c1NC(=O)c1nonc1C,i,i,i,i,i,i,i,i,i,i,i
NS(=O)(=O)c1ccc(NCCCn2ccnc2)c([N+](=O)[O-])c1,i,i,i,i,i,i,i,i,i,i,i
NC(N)=NN=C1CCC(c2ccccc2)CC1 (configuration not stated),i,i,i,i,i,i,i,i,i,i,i
COc1ccc(C2CC(c3ccccc3)=NN2C(=O)CN2N=NC3C(=O)N(c4cccc(F)c4)C(=O)C32)cc1 (configuration not stated),i,i,i,i,i,i,i,i,i,i,i
C=C1c2cc(CC)ccc2NC(=O)N1c1ccc(C)cc1,i,i,i,i,i,i,i,i,i,i,i
O=C(NCc1ccncc1)c1ccc(Br)cc1,i,i,i,i,i,i,i,i,i,i,i
CC(Sc1cnc2ccccc2n1)C(=O)O (configuration not stated),i,i,i,i,i,i,i,i,i,i,i
NC(=O)CSc1oc(-c2ccco2)nc1S(=O)(=O)c1ccc(F)cc1,i,i,i,i,i,i,i,i,i,i,i
Cc1ccccc1OCC(=O)Nc1cccc(S(=O)(=O)NC2=NCCCCC2)c1,i,i,i,i,i,i,i,i,i,i,i
CCCCCNC(=O)c1cc(S(=O)(=O)N2CCCCC2)ccc1F,i,i,i,i,i,i,i,i,-7.9*,i,i
CCOc1ccc(NC(=O)CN(C)C(=O)C2CC(=O)N(c3ccc4c(c3)OCCO4)C2)cc1OCC (configuration not stated),i,i,i,i,i,i,i,i,i,i,i
COc1ccc(CCNC(=O)C2CCN(C(=O)c3ccc(Cl)cc3)CC2)cc1OC,i,i,i,i,i,i,i,i,i,i,i
Nc1nnn(Cc2ccccc2)n1,i,i,i,i,i,i,i,i,i,i,i
O=C(CCS(=O)(=O)c1cccs1)Nc1ccc(C(=O)NCc2ccc(F)cc2)cc1,i,i,i,i,i,i,i,i,i,i,i
O=C(CSC1c2ccccc2C(=O)N1c1ccccc1)N1CCOCC1 (configuration not stated),i,i,i,i,i,i,i,i,i,i,i
O=C(CC1SCCNC1=O)Nc1ccccc1Cl (configuration not stated),i,i,i,i,i,i,i,i,i,i,i
CSC1=NS(=O)(=O)c2c(C)nn(C)c2S1,i,i,i,i,i,i,i,i,i,i,i
CCOC(=O)c1cnc2scnn2c1=O,x,x,i,i,i,i,i,i,x,i,x
CCC(C)(C)NC(=O)Cn1c(-c2ccccc2)cc(C(C)=O)c1C,i,i,i,i,i,i,i,i,i,i,i
Cc1cc(C)c2nc(-c3ccco3)cc(C(=O)O)c2c1,x,x,i,i,i,i,i,i,x,i,x

# (listing goes on)
SMILES,MrgX1 allo act,TMEM16A inh,TRPC4 PAM,TRPC4 block,TMEM16A act,RGS4 block,TRPC6 inhibitor,TRPC6 activator,MrgX1 antag,TRPC4 agonist,MrgX1 agonist
COc1ccc(Nc2nc(C)cc(C)n2)cc1Cl,i,i,i,i,i,i,i,i,i,i,i
CN(Cc1ccccc1)S(=O)(=O)c1nnc(NC(=O)c2ccccc2F)s1,i,i,i,i,i,i,i,i,i,i,i
O=C(OCc1c(F)cccc1Cl)c1cccnc1Cl,i,i,i,i,i,i,i,i,i,i,i
C=C(C)C1CC=C(C)/C(=N/NC(=S)Nc2ccccc2)C1 (configuration not stated),i,i,i,i,i,i,i,i,i,i,i
CCN1CCN(CCCNC(=O)c2ccc3c(c2)NC(=O)/C(=C\c2cccc(C)c2)S3)CC1,i,i,i,i,i,i,i,i,i,i,i
CCOc1ccc(NC(=O)CN(C)C(=O)c2ccc(N3CCCCC3)c([N+](=O)[O-])c2)cc1OCC,i,i,i,i,i,i,i,i,i,i,i
NNC(=O)c1ccc(Cn2cc(Br)c(N)n2)cc1,i,i,i,i,i,i,i,i,i,i,i
COc1cc(OC)cc(C(=O)NC(c2ccccc2)c2ccccc2)c1,i,i,i,i,i,i,i,i,i,i,i
Cc1nn(C(C)C(=O)NCCCN2CCCCCC2)c(=O)c2cc3sccc3n12 (configuration not stated),i,i,i,i,i,i,i,i,i,i,i
COC(=O)C(CC(C)C)Oc1ccc2c(C)cc(=O)oc2c1 (configuration not stated),i,i,i,i,i,i,i,i,i,i,i
CC1Cc2ccccc2N1C(=O)CSc1nn2c(=O)c(C(C)(C)C)nnc2s1 (configuration not stated),i,i,i,i,-37*,i,i,i,i,i,i
CC1C=CCC2C(=O)N(c3cccc(C(=O)N4CCCCCC4)c3)C(=O)C12 (configuration not stated),i,i,i,i,i,i,i,i,i,i,i
Cc1cccc(N2C(=O)c3ccc(C(=O)Nc4cccc(C(=O)O)c4)cc3C2=O)c1,i,i,i,i,i,i,i,i,i,i,i
O=C(CN1C(=O)c2ccccc2S1(=O)=O)c1ccccc1,i,i,i,i,i,i,i,i,i,i,i
Cc1nnsc1C(=O)Nc1ccc(Cl)cc1Cl,i,i,i,i,i,i,i,i,i,i,i
CCOC(=O)c1cnn(-c2ccccc2)c1NC(=O)c1ccc(C)cc1,i,25*,i,i,i,i,i,i,i,i,i
COc1ccccc1N1C(=O)[C@@H]2[C@H](C1=O)[C@H](C(=O)c1ccc(OC(C)=O)cc1)N1N=CC=C[C@@H]21,i,i,i,i,x,i,i,i,i,i,i
O=C(NCCc1ccccc1)C1CCCN1S(=O)(=O)c1cccc2nsnc12 (configuration not stated),i,i,i,i,i,i,i,i,i,i,i
